From PubChem BioAssay
ABCG2 inh – human ABCG2 inhibition, ABCB1 as counter-screen. Q9UNQ0. hit rate 0.1% among 190,000. inhibition, % at 6.6 µM. IgMXP3 cells, JC-1 efflux, flow cytometry;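 active = inhibition above 80%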;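 note: 0% = DMSO and 100% = nicardipine control wells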
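Times: 10 min at 25 °C | Test system: Two drug-resistant human cell lines, ABCG2 and ABCB1 | Quantity: 3 million cells/mL final, two lines in 1:1 ratio | Signal: Flow cytometry, 530 nm JC-1 signal | Dosing: Compound at 6.6 µM | Controls: Nicardipine and DMSO wells | Reagent: JC-1 as fluorescent efflux pump substrate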
Bcl-2 Bim block – human Bim-Bcl-2 interaction inhibition; hit rate 0.06% among 190,000; AID 950; P10415; Bead-based flow cytometry, Bim peptide-Bcl-2 binding; inhibition, % at 10 µM; in the data active = inhibition above about 40%; inconclusive = no clear call, values can overlap the other calls;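 note: 0% = no compound wells with probe peptide and 100% = reference peptide inhibitor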
Target sequence (P10415 whole entry, looked up): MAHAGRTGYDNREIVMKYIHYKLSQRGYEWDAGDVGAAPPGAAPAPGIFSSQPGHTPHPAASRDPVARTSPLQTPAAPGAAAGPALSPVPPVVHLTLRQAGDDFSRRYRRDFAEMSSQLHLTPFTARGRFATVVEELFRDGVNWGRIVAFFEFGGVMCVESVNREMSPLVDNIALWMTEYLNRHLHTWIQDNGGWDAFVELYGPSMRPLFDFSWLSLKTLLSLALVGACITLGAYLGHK
Bim-Bcl-W – disrupts Bim peptide binding to human Bcl-W; Q92843; bead-based flow cytometry; inhibition, % at 10 µM; hit rate 0.02% among 190,000;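 note: 0% = bound tracer without compound and 100% = peptide blocker; higher means less fluorescent Bim peptide bound to Bcl-W beads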
Target sequence (Q92843 whole entry, looked up): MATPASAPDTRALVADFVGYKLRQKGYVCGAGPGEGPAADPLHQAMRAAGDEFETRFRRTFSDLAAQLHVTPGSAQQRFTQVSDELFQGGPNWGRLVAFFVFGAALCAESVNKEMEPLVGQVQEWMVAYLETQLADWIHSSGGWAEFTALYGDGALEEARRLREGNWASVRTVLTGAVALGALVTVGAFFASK
GSH bead fluor – GSH bead compound fluorescence profile; GSH beads flow cytometry, compound fluorescence 488/530 nm; hits give high values; fluorescence (KMESF) at 10 µM; hit rate 0.25% among 190,000; AID 1776; in the data active = fluorescence above about 89;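 note: glutathione beads carrying GST-tagged Bcl family fusion proteins plus one bare bead set; values are compound well signal with DMSO vehicle wells as background; inactives centre near 16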
Bcl-XL Bim block – disrupts Bim peptide binding to human Bcl-XL; Q07817; bead flow cytometry, fluorescence; inhibition, % at 10 µM; hit rate 0.04% among 190,000
Target sequence (Q07817 whole entry, looked up): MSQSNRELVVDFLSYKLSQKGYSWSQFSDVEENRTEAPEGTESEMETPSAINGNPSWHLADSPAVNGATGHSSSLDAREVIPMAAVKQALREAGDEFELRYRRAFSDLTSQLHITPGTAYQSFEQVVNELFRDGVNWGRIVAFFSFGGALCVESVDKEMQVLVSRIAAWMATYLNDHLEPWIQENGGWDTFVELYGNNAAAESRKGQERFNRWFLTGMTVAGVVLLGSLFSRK
RGS8-Gao reg – modulates binding of RGS8 to human Galphao; hit rate 0.34% among 220,000; P09471; AID 1423; multiplexed bead flow cytometry; actives lie on both sides; response (percent of control binding), % at 10 µM; in the data active = response below about 60% or above about 140%; inactive = in between;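 note: Galphao activated as the GDP aluminium fluoride complex binding bead-coupled RGS8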
Bim-Bcl-B – human Bim-Bcl-B interaction inhibition; bead-based flow cytometry, Bim peptide-Bcl-B binding; inhibition, % at 10 µM; hit rate 0.073% among 190,000;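 note: 0% = tracer peptide without compound and 100% = reference inhibitor peptide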
Target sequence (Q9HD36 whole entry, looked up): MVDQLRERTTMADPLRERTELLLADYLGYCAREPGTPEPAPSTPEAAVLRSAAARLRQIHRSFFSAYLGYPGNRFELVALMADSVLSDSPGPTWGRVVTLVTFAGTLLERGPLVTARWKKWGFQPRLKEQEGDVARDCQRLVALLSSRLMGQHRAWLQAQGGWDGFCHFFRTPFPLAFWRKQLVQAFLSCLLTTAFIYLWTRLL
ABCB1 inh – blocks JC-1 efflux by human ABCB1 transporter | P08183 | CCRF-Adr cells, flow cytometry | inhibition, % at 6.6 µM | hit rate 0.067% among 190,000; in the data active = inhibition above about 40%;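 note: 0% = vehicle and 100% = reference inhibitor; higher value means more JC-1 retained so stronger ABCB1 efflux block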
RGS7-Gao – modulates binding of RGS7 to human Galphao. binding response (% of control), % at 10 µM. AID 1439. Multiplexed bead flow cytometry; actives lie on both sides. P09471. hit rate 0.35% among 220,000; in the data active = binding response below about 49% or above about 150%; inconclusive = no clear call, values can overlap the other calls; inactive = in between;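 note: fluorescent Galphao held in activated GDP-AlF4 state binding bead-coupled RGS7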
Bfl-1 Bim block – human Bim-Bfl-1 interaction inhibition; AID 1008; inhibition, % at 10 µM; Q16548; hit rate 0.12% among 190,000; Bead-based flow cytometry, Bim-Bfl-1 binding inhibition;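 note: 0% = wells without compound plus tracer and 100% = blocker peptide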
RGS4-Gao reg – modulates binding of RGS4 to human Galphao; Multiplexed bead flow cytometry; actives lie on both sides; P09471; binding response (% of control), % at 10 µM; hit rate 0.33% among 220,000; AID 1415; in the data active = binding response below about 49% or above about 150%; inactive = in between;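 note: fluorescent Galphao activated with aluminum fluoride binding bead-coupled RGS4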
* = called active by the depositor; ? = inconclusive; nt = no result given; & = joins results of further samples. Cut-off read from the data, not from the text of the source, unless noted: active = inhibition above about 40%.

SMILES	ABCG2 inh	Bcl-2 Bim block	Bim-Bcl-W	GSH bead fluor	Bcl-XL Bim block	RGS8-Gao reg	Bim-Bcl-B	ABCB1 inh	RGS7-Gao	Bfl-1 Bim block	RGS4-Gao reg
Cc1cccc2cc(C(c3nnnn3Cc3ccccc3)N3CCN(c4ccccc4)CC3)c(=O)[nH]c12 (configuration not stated)	1	0	-1	22	-4	102	-3	2.0	98	-1	102
O=C(O)c1cc(-c2cccs2)nc2cc3c(cc12)OCCO3	-1	-7	0	20	-6	100	-7	-0.8	100	-10	98
COc1ccccc1NC(=O)Nc1nnc(CC(=O)Nc2ccccc2)s1	-3	-2	-8	9	-12	87	-4	-0.7	95	2	90
CC(=O)OCC[N+](C)(C)C	0&-1	3&0	-2&-1	17&19	-5&-1	102	-3&-2	0.4&-0.6	102	0&-1	102
COc1ccc(Oc2ccc3c(C(F)(F)F)cc(C(F)(F)F)nc3n2)cc1	10	-8	-1	35	-9	100	-9	0.9	100	-16	98
N/C(=N\OC(=O)COc1ccc2ccccc2c1Br)c1cccnc1	8	-3	-2	10	-4	98	-1	-0.1	97	-5	99
N/C(=N\c1nc2ccccc2o1)NC(=O)c1ccccc1	2	-3	-4	9	-6	100	-1	0.5	105	-3	102
O=C(CCn1cccc1)Nc1cc(F)ccc1F	18	-15	0	15	-7	100	-8	0.4	103	-11	102
NCCCN1CCOCC1	2	1	0	11	-1	104	1	0.6	103	-3	106
O=C1CCN=C(Nc2ccc(F)cc2)N1Cc1ccccc1	0	-6	2	37	3	97	-4	0.0	94	-11	93
COc1cc2[nH]c3c(Cl)ncnc3c2cc1OC	8	-1	0	7	5	99	1	2.1	96	-2	96
Cc1ccc(/C=N/NC(=O)CNC(=O)COc2ccccc2)cc1	3	-3	-5	14	-7	99	-7	-0.1	101	-3	101
Cc1ccc(C)c(S(=O)(=O)c2c(N)n(/N=C/c3ccco3)c3nc4ccccc4nc23)c1	0	-2	0	15	2	98	0	0.3	99	0	99
CC(=O)N/C(=C/c1ccc2c(c1)OCO2)C(=O)NCCO	0	-2	-5	13	-9	107	-4	0.1	103	-3	104
COc1cc(-c2cc(C(=O)O)c3c(OC)c(OC)c(OC)cc3n2)ccc1O	1	-13	0	39	0	97	-9	0.6	97	-15	96
CC(C)Cc1nc2oc3c(N4CCN(CCO)CC4)ncnc3c2c2c1CCCC2	30	2	-2	45	-6	129	-1	16	112	0	114
Cn1cc(SCC(=O)NCCc2ccccc2)c2ccccc21	0	1	5	63	4	98	2	-0.1	95	2	98
C=CCSc1nnc(-c2ccccc2NC(C)=O)c(=O)[nH]1	1	-2	-5	13	-6	99	-5	0.2	97	-9	99
Cc1nc2c(cc1C#N)C(=O)c1ccccc1-2	15	0	-1	6	0	74	-1	0.7	85	-2	86
Cc1ccc(S(=O)(=O)N/N=C/c2cccs2)cc1	-5	0	-2	22	6	100	5	-1.0	99	4	101
Cc1cccc(-c2nsc(SCC(=O)NCc3ccco3)n2)c1	0	-3	4	5	-1	99	-9	0.0	117	-4	102
CC(C)CNC(=O)CN(C1CCCCC1)S(C)(=O)=O	7	0	1	15	0	103	5	2.2	100	2	102
Cc1ccc(C)c(OCc2nc3ccccc3[nH]2)c1	4	-3	-3	11	-2	111	-4	0.7	?	-4	107
Cc1ccc(NC2c3ncccc3C(=O)N2c2ccccc2C)cc1C (configuration not stated)	6	-3	-1	14	-6	99	-25	0.9	120	6	104

Entries of single compounds, quoted from the list.
Entry for `COc1ccc(Oc2ccc3c(C(F)(F)F)cc(C(F)(F)F)nc3n2)cc1` : ABCG2 inh = 10; Bcl-2 Bim block = -8; Bim-Bcl-W = -1; GSH bead fluor = 35; Bcl-XL Bim block = -9; RGS8-Gao reg = 100; Bim-Bcl-B = -9; ABCB1 inh = 0.9; RGS7-Gao = 100; Bfl-1 Bim block = -16; RGS4-Gao reg = 98
Entry for `COc1ccccc1NC(=O)Nc1nnc(CC(=O)Nc2ccccc2)s1` : ABCG2 inh = -3; Bcl-2 Bim block = -2; Bim-Bcl-W = -8; GSH bead fluor = 9; Bcl-XL Bim block = -12; RGS8-Gao reg = 87; Bim-Bcl-B = -4; ABCB1 inh = -0.7; RGS7-Gao = 95; Bfl-1 Bim block = 2; RGS4-Gao reg = 90
Entry for `Cc1ccc(C)c(OCc2nc3ccccc3[nH]2)c1` : ABCG2 inh = 4; Bcl-2 Bim block = -3; Bim-Bcl-W = -3; GSH bead fluor = 11; Bcl-XL Bim block = -2; RGS8-Gao reg = 111; Bim-Bcl-B = -4; ABCB1 inh = 0.7; RGS7-Gao = ?; Bfl-1 Bim block = -4; RGS4-Gao reg = 107

Next results follow:
SMILES	ABCG2 inh	Bcl-2 Bim block	Bim-Bcl-W	GSH bead fluor	Bcl-XL Bim block	RGS8-Gao reg	Bim-Bcl-B	ABCB1 inh	RGS7-Gao	Bfl-1 Bim block	RGS4-Gao reg
COc1cc(NC(=O)COc2ccc(-n3cnnn3)cc2)c(OC)cc1Cl	13	-11	-2	24	-11	100	-10	0.3	92	-17	95
COc1ccc(CNC(=O)CSc2nnc(Cn3nnc4ccccc43)n2C)cc1	1	0	-2	20	-4	100	0	0.3	104	0	100
CCOc1ccc2[nH]c(C)c(CN(C)C)c(=O)c2c1	2	0	-3	12	0	100	1	0.3	101	0	98
Cc1ccc(C2/C(=C(/O)c3cnn(-c4ccccc4)c3C)C(=O)C(=O)N2CCN2CCOCC2)o1 (configuration not stated)	0	0	-2	13	-3	100	-1	0.2	100	0	95
COc1cc(C(=O)NCCc2ccc(F)cc2)c([N+](=O)[O-])cc1OC	3	-4	-2	11	-6	110	-5	0.4	104	-1	107
Cc1cccc(C(=O)Nc2ccccc2C(=O)OCC(=O)Nc2ccc(C#N)cc2)c1	-4	1	-1	10	-11	107	-7	-0.5	105	4	107
Cc1ccc(NC(=O)C(=O)NCc2ccc(/C=C(/C#N)C(=O)NCc3cccnc3)o2)cc1	1	-3	-2	11	-3	104	0	0.2	103	-3	101
C=CCSC1=C(C#N)C(c2ccccc2OCC)C(C#N)C(=O)N1 (configuration not stated)	8	-5	2	22	-1	97	-6	-0.2	97	-12	96
Cc1sc2nc(CSc3n[nH]c(N)n3)[nH]c(=O)c2c1C	1	-2	2	11	-1	104	-2	1.3	?	-5	106
CCOC(=O)c1ccccc1NC1CC(=O)N(c2ccccc2C)C1=O (configuration not stated)	2	-5	-2	14	0	100	0	0.5	96	-6	99
O=C(Nc1ccc(-c2nc3ccccc3s2)cc1)c1cc(-n2cnnc2)ccc1Cl	3	-1	2	14	0	110	4	0.4	110	0	106
O=C(NCCO)c1cc2c(s1)CCC2	5	1	-1	17	-1	95	-2	1.2	99	-1	101
NNc1nc(N)c2c(n1)-c1ccccc1CC21CCCC1	7	-3	1	10	-2	99	-3	0.1	99	-2	98
COc1ccc(CNC2=CC(=O)CC(C)(C)C2)cc1	1	2	5	18	2	103	-1	2.4	102	-5	102
Nc1ccc(C(=O)N/N=C\C=C\c2cccc([N+](=O)[O-])c2)cc1	0	-2	-3	11	-5	104	-7	-0.2	97	-12	95
COc1ccc(S(=O)(=O)N2CCN(C(=O)NC3CCCCC3)CC2)cc1	0	2	5	24	3	103	4	0.3	102	-1	101
O=C(Nc1ncc(Cl)cn1)c1cccs1	2	-9	-1	11	-2	100	-9	0.1	99	-9	98
Cc1cc(C(=O)CSc2ncn[nH]2)c(C)n1-c1cccc(S(=O)(=O)N2CCOCC2)c1	4	-10	-4	9	-3	101	-10	0.7	96	-18	99
CCOc1ccc(NC(=S)Nc2ccc(Br)cc2Cl)cc1	6	-4	-1	10	-6	102	-5	0.0	99	-3	101
COC(=O)C1(C)CN(S(=O)(=O)c2ccc(C)cc2)c2cc(OC)ccc2C1=O (configuration not stated)	5	-6	-6	10	-9	102	-11	2.9	102	-3	100
CCOC(=O)C1(Cc2ccccc2C)CCCN(S(=O)(=O)c2cccnc2)C1 (configuration not stated)	0	0	4	23	0	102	-1	0.5	104	-2	103
COc1ccc(NC(=O)CSc2ncnc3c2sc2ccccc23)c(OC)c1	55	-5	-1	8	-6	95	-8	3.0	90	-7	94
Cc1cc(C(C)(C)C)c(O)c(C(C)(C)C)c1	-1	-1	0	13	-1	103	-4	0.4	98	-7	98
COC(=O)c1cccc(Oc2cccc(C(F)(F)F)c2)n1	1	0	0	11	0	95	-1	-0.3	?	-8	91
NC(=O)CSc1nnc(-c2ccoc2)o1	-2	-3	8	13	1	104	-1	0.0	103	-7	102
O=S(=O)(NCC1CCCO1)c1ccc(Cl)c(C(F)(F)F)c1 (configuration not stated)	1	-7	0	13	-3	103	-6	0.5	102	-13	101
COc1ccc(N(C)S(=O)(=O)c2cccc(C(=O)NCC3CCCCC3)c2)cc1	17	1	1	9	-2	107	-3	2.9	95	0	98
Nc1nnc(SCC(=O)OCc2ccccc2)s1	-1	-2	-5	4	-5	98	-7	0.7	103	0	102
O=C(Nc1ccc2c(c1)OCO2)N1CCN(c2ccc(F)cc2)CC1	5	-3	-2	25	-3	103	-2	0.5	96	0	101
OC(COCc1cccs1)CN1CCN(c2cccc(Cl)c2)CC1 (configuration not stated)	4	-7	-2	5	-4	105	-10	1.5	108	-4	106
Cn1c(=O)oc2cc(S(=O)(=O)N3CCCC(C(=O)NCc4cccs4)C3)ccc21 (configuration not stated)	5	-6	1	16	-2	101	-4	1.5	99	-13	103
COc1ccc(NC(=S)NC(NC(=O)c2cccc(C)c2)C(Cl)(Cl)Cl)c([N+](=O)[O-])c1 (configuration not stated)	1	4	-7	19	-10	101	-16	0.5	105	3	103
CC1CCCN(CC(O)CN)C1 (configuration not stated)	0	-2	-3	12	-5	103	-7	0.2	97	-1	99
CC1=NN(c2ccccc2)C(=O)/C1=C\c1ccc(Br)s1	5	4	7	11	8	113	5	-0.2	110	5	103
N#CC1=C(N)OC(c2ccccc2)=C(C#N)C1c1ccc2c(c1)OCO2 (configuration not stated)	-2	-13	0	20	-2	108	-6	-0.2	101	-13	104
COc1ccc(C2C(C(=O)O)CC(=O)N2C2CCCCC2)cc1 (configuration not stated)	1	-3	-4	18	-3	101	2	0.2	98	-3	103
CC(CN1CCOCC1)c1ccccc1 (configuration not stated)	4	-3	-4	11	0	98	-1	0.5	100	-3	101
CC(C)Oc1ccccc1C(=O)NC(CO)C(=O)O (configuration not stated)	7	-6	-1	11	0	99	0	1.0	94	-7	99
Cn1c(=O)c2c(O)cc(=O)[nH]c2n(-c2ccccc2)c1=O	nt	2	0	17	0	96	-1	nt	89	-10	92
C=CCOc1c(Br)cc(CNc2ccc(NC(=O)C(C)C)cc2)cc1OCC	24	-8	-3	12	-9	100	-9	-0.2	100	-6	100
Cc1ccccc1-n1nnnc1SCC(=O)NCC1CCCO1 (configuration not stated)	3	-1	-2	29	0	103	6	0.7	97	5	104
Cc1cc(C)n2nc(C(=O)N/N=C/c3ccc(Cl)cc3)nc2n1	11	-1	-2	15	1	105	1	0.8	101	-3	102
Cc1nc2ccccc2n1CCC(=O)O	1	-7	3	35	5	103	-3	0.6	103	-7	102
COc1ccc(C(=O)N2CCc3cc(OC)c(OC)cc3C2c2cccc([N+](=O)[O-])c2)cc1OC (configuration not stated)	9	-8	0	35	5	93	-9	3.9	87	-13	84
Cc1cccc(N=C2NN=C(c3c[nH]c4ccccc34)CS2)c1	-5	-6	1	8	-6	96	-11	-1.3	95	2	92
